FLuc stim CS: firefly luciferase counter-screen for stimulation assays. AID 1027. ATPlite luciferase biochemical, luminescence, 10 min; 0 = ATP-free wells, 1 = DMSO control. activation factor at 10 µM. 200,000 tested, under 10 active. P08659;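 active means luciferase activation factor, scaled between plate controls, of at least 2 with compound at 10 µM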
Target sequence (P08659 whole entry, looked up): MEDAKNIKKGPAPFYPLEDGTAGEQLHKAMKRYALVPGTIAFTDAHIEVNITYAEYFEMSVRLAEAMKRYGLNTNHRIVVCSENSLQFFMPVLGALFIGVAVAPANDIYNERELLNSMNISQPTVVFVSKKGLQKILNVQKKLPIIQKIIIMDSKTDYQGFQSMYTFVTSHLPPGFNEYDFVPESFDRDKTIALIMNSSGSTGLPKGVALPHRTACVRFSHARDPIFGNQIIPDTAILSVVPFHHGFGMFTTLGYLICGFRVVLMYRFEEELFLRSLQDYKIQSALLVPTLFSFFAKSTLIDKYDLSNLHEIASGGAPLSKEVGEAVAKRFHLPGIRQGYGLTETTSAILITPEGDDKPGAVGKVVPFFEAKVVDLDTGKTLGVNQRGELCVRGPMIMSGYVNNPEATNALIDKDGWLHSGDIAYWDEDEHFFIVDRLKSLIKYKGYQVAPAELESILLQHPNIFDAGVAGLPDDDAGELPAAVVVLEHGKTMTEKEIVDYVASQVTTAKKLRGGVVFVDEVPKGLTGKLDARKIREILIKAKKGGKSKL
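Assay system: Luciferase/luciferin detection reagent, cell-free biochemical luciferase assay / Also added: ATP substrate / Schedule: 10 min at ambient temperature / Measured by: luminescence measurement of luciferase light output / Benchmarks: low control with PBS replacing ATP, high control enzyme plus ATP without compound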
Efa HMGR inh: inhibitors of class II HMG-CoA reductase from Enterococcus faecalis. 0.41% of 190,000 active. inhibition, % at 10 µM. AID 1066. purified E. faecalis HMGR, NADPH absorbance 340 nm kinetic;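 active means inhibition above a set limit, the median over all tested compounds plus 3 SD, cut at about 9.5% in these data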;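 further: enzyme runs in reverse so mevalonate oxidation gives rising NADPH absorbance; 0% = complete reaction with DMSO and 100% = background rate lacking mevalonate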
Redox H2O2 prof: compounds producing H2O2 with reducing agent – biochemical, NIH compound library profiling, artefact control for MLSCN library redox annotation, primary screen | DTT-dependent redox cycling H2O2, phenol red/HRP absorbance; 100% = 100 µM peroxide control, 0% = buffer | 0.03% of 200,000 active | activation, % at 10 µM | AID 878;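 active means activation of at least 50% relative to the plate's high and low controls in the primary single-dose screen; inactive means activation below 50%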;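 further: compound incubated with DTT at 0.8 mM final as the reducing agent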
STAT1 activator: STAT1 signaling activation. activation (% of control), % at 5.5 µM. NIH 3T3 STAT1-luciferase reporter, IFN-gamma, luminescence; 100% = IFN-gamma alone, no compound. AID 932. 2.6% of 200,000 active;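 active means activation above the screen-wide mean activation plus 3 SD, cut at about 130% in these data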;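 further: raw ratio to IFN-gamma control signal so 100% means no change and 0% no light; values of inactives mirror those of a sister screen read the other way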
G6PDH CS: counter-screen for G6PDH assay hits: L. mesenteroides G6PDH inhibition | AID 1020 | inhibition, % at 5 µM | Purified L. mesenteroides G6PDH, diaphorase/resazurin coupled fluorescence, 45 min | 0.12% of 200,000 active; in the data active means inhibition above about 50%
APP 5'UTR act: activates APP 5'UTR luciferase reporter; SH-SY5Y APP 5'UTR luciferase reporter, luminescence; zero percent = DMSO vehicle wells; activation, % at 2 µM; 1% of 190,000 active;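 active means activation above a set limit, based on mean plus 3 SD of controls, cut at about 140% in these data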; further: values of inactives mirror those of a sister screen read the other way
Hsp70 activator: transcriptional activators of Hsp70; 0.04% of 200,000 active; activation, % at 10 µM; HeLa Hsp70 promoter luciferase reporter, luminescence; scaled: vehicle 0, proteasome-inhibitor control 100%;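 active means activation above the mean across all tested compounds plus 3 SD, cutoff set per campaign, cut at about 5.5% in these data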;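 further: 100% = MG132 at 30 µM as the positive control and 0% = DMSO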
FLuc inh counter: counter-screen for luciferase assay inhibitors: firefly luciferase inhibition; ATPLite firefly luciferase biochemical luminescence, 10 min; inhibition, % at 10 µM; 1.5% of 200,000 active;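 active means inhibition above about 50% when tested at 10 µM, limit read from the data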
APP transl inh: APP translation inhibition; SH-SY5Y APP 5'UTR-luciferase reporter, luminescence; inhibition, % at 2 µM; 0.82% of 190,000 active;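 active means inhibition above a set limit, derived from the sample mean plus 3 SD, cut at about 45% in these data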; further: values of inactives mirror those of a sister screen read the other way
NF-kB neuron act: raises NF-kB expression in human neuronal cells. 1.6% of 190,000 active. NF-kB reporter expression; stronger effect = higher value. fold change at 12.5 µM; in the data active means fold change above about 3.3
The depositor's hits bear a star; . = no result given.

canonical_smiles	FLuc stim CS	Efa HMGR inh	Redox H2O2 prof	STAT1 activator	G6PDH CS	APP 5'UTR act	Hsp70 activator	FLuc inh counter	APP transl inh	NF-kB neuron act
O=C(CN1CCOCC1)Nc1nc2ccc([N+](=O)[O-])cc2s1	1	-3	-0.1	113	12	-21	0.5	0	21	1.3
O=C(Nc1ccc(OCC(=O)N2CCOCC2)cc1)c1cncc(Br)c1	1	0	-0.3	92	-2	-8	0.0	0	8	0.96
O=c1[nH]c(Nc2ccc3c(c2)OCCO3)nnc1Cc1ccccc1	1	1	0.0	99	-3	-12	-0.1	4	12	1.2
CCOc1cc(N2CCOCC2)c(OCC)cc1NC(=O)C1=NN(c2cccc(C)c2)C(=O)CC1	1.1	-2	-0.2	106	13	5	-0.5	-5	-5	0.51
CC(=O)C1=C(O)C(=O)N(c2ccc(Br)cn2)C1c1ccc(F)cc1 (centres undefined)	1	-5	0.4	107	17	-9	0.2	-3	9	1
Cc1ccc(C)c(NC(=O)C2CC=CCC2C(=O)O)c1 (centres undefined)	1	0	1.3	100	5	12	-0.3	-3	-12	1.3
CCOc1ccc(N=Nc2c(=O)[nH]n3c(=O)cc(C)[nH]c23)cc1	0.4	2	1.7	113	7	22	-0.3	64*	-22	1.5
O=[N+]([O-])c1ccc(/C=N/NC(=S)Nc2ccccc2F)o1	1	-11	0.0	106	-6	5	-0.4	-3	-4	1.4
O=C(COC(=O)/C=C/c1ccccc1)NCC1CCCO1 (centres undefined)	1	-5	0.0	102	4	12	-0.4	-4	-12	1.1
Nc1ccc[n+](Cc2ccccn2)c1	1	-1	3.6	105	-1	5	-0.5	-3	-5	1.1
CC1CCCC(NC(=O)COC(=O)COc2ccccc2Cl)C1C (centres undefined)	1.1	11*	0.1	96	9	3	-0.3	-10	-3	1.2
O=C(NCc1ccccc1)C1(c2cccc(F)c2)CCCC1	1.1	-7	0.0	100	3	-8	-0.3	-6	8	1.6
COc1ccc2c(c1)C1=NN(/C(C)=C/C(C)=O)C(c3cccc(F)c3)C1CC2 (centres undefined)	1.1	0	-0.1	99	19	-3	0.0	-8	3	1.2
Cc1ccc(S(=O)(=O)N(C(=O)c2ccncc2)c2ccc(OC(=O)c3ccncc3)cc2)c(C)c1	1	-1	0.4	106	8	3	-0.4	-4	-3	1.2
CC1CC(C)CN(C(=O)c2cccc(S(=O)(=O)Nc3cc(C(F)(F)F)ccc3Cl)c2)C1 (centres undefined)	1.1	-2	-0.5	95	6	5	-0.3	-6	-5	1.1
CCOC(=O)C1(CCOc2ccccc2)CCN(Cc2cccc3c2OCO3)CC1	1	-6	-0.2	95	2	-13	-0.3	-3	13	0.83
CCOC(=O)C1=C(C)OC(N)=C(C#N)C1c1cc2cc(C)ccc2nc1N1CCCCC1 (centres undefined)	1	2	-0.6	94	11	12	0.0	0	-12	1.1
Cc1ccc(/C=N/NC(=O)Cc2cccn2C)s1	1	-3	-0.6	110	6	7	0.0	2	-7	0.95
CC(=O)c1c(O)cc(C(C)C)n(-c2ccccc2)c1=O	1.1	0	0.1	104	15	-7	-0.4	-8	7	0.98
CCOc1cc(NC(=S)NCCOC)c(OCC)cc1NC(=O)c1cccs1	1	-2	-0.7	93	14	0	0.1	2	0	1.2
Cc1cccc(/N=C/c2c(O)[nH]c3ccccc23)n1	0.6	-4	-0.1	158*	4	122	0.2	36	-122	3.4*
CCCS(=O)(=O)c1c(S(=O)(=O)CCC)c2cnccn2c1C(=O)c1ccc(CC)cc1	1.1	-3	1.5	101	2	.	-0.2	-7	24	.
CCN(CC)CCC/C(=N\O)C(O)(c1ccccc1)c1ccccc1	1	-6	-0.5	103	4	11	-0.3	-4	-11	1.1
Cc1nn(C)c(C(=O)NNC(=S)Nc2ccc(F)cc2)c1[N+](=O)[O-]	1.1	-1	-0.4	96	0	15	0.0	-6	-15	1.3
CCn1c(SCC(=O)OC(C)C)nnc1-c1ccccc1OC	1.1	-3	-0.4	99	3	9	0.3	-6	-9	0.97
COC(=O)Cn1ncn2cccc2c1=O	1	2	1.7	100	-1	-5	-0.1	-1	5	0.96
COC(c1ccccc1)c1nnc(CCC(=O)NC2C3CC4CC(C3)CC2C4)o1 (centres undefined)	1.1	4	0.0	103	19	24	-0.3	-9	-24	1.2
O=C(Nc1ccccc1)OCc1cncs1	0.9	-1	-0.4	102	13	16	-0.4	6	-16	1.4
O=C(NCCSc1c[nH]c2ccccc12)c1ccc2c(c1)OCO2	1	-1	8.5	103	2	9	-0.3	-4	-9	1.9
CCOC(=O)C1=C(C)OC(N)=C(C#N)C1c1cccc(C)c1 (centres undefined)	1	6	0.4	90	11	-5	-0.1	-4	5	1.3
O=C(OCCO)c1cc(Cl)c(C(=O)OCCO)cc1Cl	1.1	-1	-0.7	101	3	-8	-0.2	-6	8	0.97
O=c1c2cc(Br)ccc2[nH]c(=S)n1Cc1ccccn1	0.9	2	0.1	105	13	48	-0.2	11	-48	1.1
CC(=O)Oc1cccc(N2C(=O)c3ccc(C(=O)Nc4c[nH]c(=O)[nH]c4=O)cc3C2=O)c1	1.1	3	0.0	103	-8	-5	-0.2	-8	5	1
O=C(NCCC1=CCCCC1)C(=O)NCC(c1ccco1)N1CCN(c2ccc(F)cc2)CC1 (centres undefined)	1.1	-2	0.1	96	-20	8	-0.6	-6	-8	1.1
N/C(=N\OC(=O)CCC1CCCC1)c1ccncc1	0.7	-2	-0.5	109	13	23	-0.3	30	-23	1.2
CCCSc1nc(NCc2ccco2)c2c3c(sc2n1)COC(C)(CC)C3 (centres undefined)	1.1	0	1.5	97	9	10	0.2	-8	-10	1.2
Cc1cc(=O)oc(C)c1C(=O)Nc1ccc2ncccc2c1	1	-3	0.1	100	5	-4	-0.5	-4	4	1
O=C(COC(=O)/C=C/c1ccc(S(=O)(=O)N2CCc3ccccc32)cc1)NC1CCS(=O)(=O)C1 (centres undefined)	1	0	-0.5	104	4	-7	0.3	-4	7	1
O=C(CSc1nn(-c2ccc(F)cc2)c(=S)s1)N1CCN(C(=O)c2ccco2)CC1	1.1	-3	0.3	100	8	-2	-0.2	-8	2	1
CC1(C)CC(=O)c2sc(NS(=O)(=O)c3ccccc3)nc2C1	1	-1	-0.9	97	28	17	-0.3	-2	-17	1.3
CC(=O)Nc1cccc(/C(C)=N/NC(=O)c2ccc(O)cc2)c1	0.8	-3	-2.1	95	1	4	0.0	23	-4	1.1
CCOC(=O)Cn1nc(-c2ccccc2)ccc1=O	1	-3	-0.8	112	3	5	-0.2	-3	-5	1.2
CCOC(=O)C1=C(C)NC(C)=C(C(=O)OCC)C1c1ccccn1	1.1	-3	4.5	102	8	5	-0.5	-9	-5	1.1
CC1CCCN(C(=O)Cc2cn(Cc3cccc(Cl)c3)c3ccccc23)C1 (centres undefined)	1	-4	0.4	101	9	10	-0.4	-1	-10	0.93
O=C(CCOc1ccccc1)Nc1nnc(-c2ccc3c(c2)OCCO3)o1	0.9	-4	0.0	108	-1	18	-0.2	11	-18	1.3
CC(C)(C)NC(=O)Cc1ccc(S(=O)(=O)N2CCCC2)s1	0.9	-3	0.2	103	-2	-15	-0.3	5	16	1.1
Cc1ccc(-n2nc3c(c2NC(=O)c2cccs2)CSC3)cc1	1.1	2	-1.3	100	-1	-3	-0.1	-9	3	1.3
CC(CN1CCCC1)OC(=O)COc1ccccc1 (centres undefined)	1.1	-2	1.9	107	2	2	-0.3	-11	-2	1
COc1ccc2nc(NC(=O)CSc3nc4cccnc4n3C)sc2c1	0.9	-1	-1.8	95	-39	10	-0.1	5	-10	0.88
O=C(Cn1c(NCCCO)nc2ccccc21)c1ccc(Br)cc1	1	-2	-0.2	97	0	7	0.3	-5	-7	0.86
Cc1sc2c(c1C)CN(Cc1ccncc1)CN2C(=O)c1ccco1	0.9	4	-0.5	103	-3	8	-0.2	13	-8	1.4
O=C(COc1ccccc1)N1CCN(C(=O)c2cccc(F)c2)CC1	1.1	2	0.1	95	-11	-18	-0.1	-7	18	1.1
C(=N\n1cnnc1)/c1ccc(OCc2ccccc2)cc1	1	-3	0.3	101	1	23	-0.2	1	-23	1.1
COc1ccc(CC(=O)Nc2nnc(C(C)C)s2)cc1	1	-6	-0.8	102	12	16	-0.2	-1	-16	1.4
COC(=O)c1ccc(C2/C(=C(/O)c3ccc(OC)cc3)C(=O)C(=O)N2Cc2ccco2)cc1 (centres undefined)	1	.	-2.0	103	4	-9	-0.1	-3	9	.
CC(NC(=O)/C(=C/c1cccc([N+](=O)[O-])c1)NC(=O)c1ccco1)C(=O)O (centres undefined)	1.1	-3	0.0	97	-3	19	-0.2	-6	-19	1.2
O=C(CSc1nnnn1C1CCCC1)Nc1cccc(NC(=O)c2ccco2)c1	1.2	-1	-1.5	102	5	32	-0.5	-17	-32	1.1
Cc1cccc(NC(=O)C2C(C(=O)O)C3C=CC2C32CC2)c1C (centres undefined)	1	-1	0.2	99	10	-2	-0.4	4	2	1.1
Cc1ccc(S(=O)(=O)Cn2nnnc2CN2CCOCC2)cc1	1	-4	-0.3	102	7	-1	-0.3	-1	1	1.2

Ten of the compounds above, with two lines to a compound.
Results follow in this order: FLuc stim CS, Efa HMGR inh, Redox H2O2 prof, STAT1 activator, G6PDH CS, APP 5'UTR act, Hsp70 activator, FLuc inh counter, APP transl inh, NF-kB neuron act
> O=C(Cn1c(NCCCO)nc2ccccc21)c1ccc(Br)cc1
    1, -2, -0.2, 97, 0, 7, 0.3, -5, -7, 0.86
> Cc1sc2c(c1C)CN(Cc1ccncc1)CN2C(=O)c1ccco1
    0.9, 4, -0.5, 103, -3, 8, -0.2, 13, -8, 1.4
> O=C(COc1ccccc1)N1CCN(C(=O)c2cccc(F)c2)CC1
    1.1, 2, 0.1, 95, -11, -18, -0.1, -7, 18, 1.1
> C(=N\n1cnnc1)/c1ccc(OCc2ccccc2)cc1
    1, -3, 0.3, 101, 1, 23, -0.2, 1, -23, 1.1
> COc1ccc(CC(=O)Nc2nnc(C(C)C)s2)cc1
    1, -6, -0.8, 102, 12, 16, -0.2, -1, -16, 1.4
> COC(=O)c1ccc(C2/C(=C(/O)c3ccc(OC)cc3)C(=O)C(=O)N2Cc2ccco2)cc1 (centres undefined)
    1, ., -2.0, 103, 4, -9, -0.1, -3, 9, .
> CC(NC(=O)/C(=C/c1cccc([N+](=O)[O-])c1)NC(=O)c1ccco1)C(=O)O (centres undefined)
    1.1, -3, 0.0, 97, -3, 19, -0.2, -6, -19, 1.2
> O=C(CSc1nnnn1C1CCCC1)Nc1cccc(NC(=O)c2ccco2)c1
    1.2, -1, -1.5, 102, 5, 32, -0.5, -17, -32, 1.1
> Cc1cccc(NC(=O)C2C(C(=O)O)C3C=CC2C32CC2)c1C (centres undefined)
    1, -1, 0.2, 99, 10, -2, -0.4, 4, 2, 1.1
> Cc1ccc(S(=O)(=O)Cn2nnnc2CN2CCOCC2)cc1
    1, -4, -0.3, 102, 7, -1, -0.3, -1, 1, 1.2
